# EBI2 block: blocks human EBI2 receptor beta-arrestin signaling | P32249 | AID 651636 | 360,000 tested, 0.81% active | EBI2 beta-arrestin recruitment, luminescence, 7a,25-OHC stimulated | inhibition, % at 5 µM; in the data active = inhibition above about 38%;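 also: enzyme fragment complementation signal reports receptor beta-arrestin coupling in cells; 0% = agonist plus DMSO wells and 100% = wells without agonist; some results beyond the cut were filed as inactive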
# Target sequence (P32249 whole entry, looked up, the tested form may be a part): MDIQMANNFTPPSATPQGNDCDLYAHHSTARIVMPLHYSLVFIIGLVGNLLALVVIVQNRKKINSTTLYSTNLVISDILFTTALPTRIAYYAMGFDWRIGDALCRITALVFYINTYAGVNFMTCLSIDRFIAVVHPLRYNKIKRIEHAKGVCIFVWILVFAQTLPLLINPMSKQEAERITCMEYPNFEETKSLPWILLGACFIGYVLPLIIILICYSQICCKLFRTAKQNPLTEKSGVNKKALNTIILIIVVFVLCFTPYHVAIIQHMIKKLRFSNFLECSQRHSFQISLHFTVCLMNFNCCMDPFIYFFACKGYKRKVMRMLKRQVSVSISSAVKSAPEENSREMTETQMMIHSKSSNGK
# CCR6 antagonist: antagonists of human CCR6 receptor | P51684 | CHO-K1 CCR6 PathHunter beta-arrestin, luminescence, CCL20-stimulated | inhibition, % at 20 µM | 340,000 tested, 0.49% active;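 active = compounds whose inhibition of the agonist-driven luminescence signal at 20 µM reaches about 50%, limit read from the data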;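 also: cells stimulated with CCL20 at 14 nM final; plate controls were DMSO with CCL20 for no effect and DMSO without agonist for full effect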
# Target sequence (P51684 whole entry, looked up): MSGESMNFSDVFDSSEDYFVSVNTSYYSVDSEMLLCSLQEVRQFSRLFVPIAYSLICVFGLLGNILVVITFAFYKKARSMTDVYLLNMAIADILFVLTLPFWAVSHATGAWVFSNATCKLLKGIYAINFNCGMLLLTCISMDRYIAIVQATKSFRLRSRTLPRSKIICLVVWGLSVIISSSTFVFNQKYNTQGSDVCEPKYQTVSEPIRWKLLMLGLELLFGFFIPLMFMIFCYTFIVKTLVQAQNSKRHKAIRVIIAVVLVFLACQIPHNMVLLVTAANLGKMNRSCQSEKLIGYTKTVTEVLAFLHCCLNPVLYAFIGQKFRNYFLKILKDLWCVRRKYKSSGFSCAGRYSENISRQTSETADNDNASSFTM
# Gli-Sufu block: Gli-Sufu pathway antagonism | inhibition, % at 5 µM | 340,000 tested, 0.74% active | Sufu-KO-LIGHT fibroblasts, Gli luciferase reporter luminescence | AID 588413;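 active = inhibition above about 55%, limit read from the data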;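 also: 0% = DMSO-treated cells and 100% = wells with medium but no cells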
# Jurkat NFkB inh: inhibitors of the PMA/ionomycin-induced NF-kB reporter in Jurkat cells. PMA/ionomycin-induced NF-kB luciferase reporter, luminescence. inhibition, % at 4 µM. 330,000 tested, 0.53% active. AID 435003; in the data active = inhibition above about 50%
# CHOP UPR activ: apoptotic UPR (CHOP) activation; CHO-CHOP luciferase reporter, luminescence; percent of tunicamycin response over DMSO baseline; activation, % at 10 µM; 330,000 tested, 0.34% active; AID 449763;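 active = at 10 µM dose, activation of 40% or more, normalized to positive control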;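 also: 100% = tunicamycin at 10 µg/mL and 0% = DMSO alone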
#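 Test system: CHO CHOP reporter cells. Input: 500 CHO-CHOP cells per well. Medium: F12 with 10% FBS. Technique: luciferase luminescence. Measure: percent activation relative to tunicamycin control. Dosing: 10 µM compound, 0.5% DMSO. Timing: 16-18 h cell attachment, then 6 h compound exposure, 37 °C.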
# 697 NFkB inh: inhibitors of the PMA/ionomycin-induced NF-kB reporter in 697 B cells; 697 B-cell NF-kB luciferase reporter, 16 h; 330,000 tested, 0.33% active; AID 435022; inhibition, % at 4 µM; in the data active = inhibition above about 35%
# CXCR6 block: inhibitors of human CXCR6 receptor; O00574; inhibition, % at 20 µM; AID 602244; CHO-K1 PathHunter CXCR6 beta-arrestin, luminescence; 360,000 tested, 0.36% active; in the data active = inhibition above about 34%, passing the limit was not always enough;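 also: antagonist mode with CXCL16 agonist at 10 nM final; 0% = 10 nM CXCL16 with DMSO and 100% = unstimulated wells without agonist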
# Target sequence (O00574 whole entry, looked up): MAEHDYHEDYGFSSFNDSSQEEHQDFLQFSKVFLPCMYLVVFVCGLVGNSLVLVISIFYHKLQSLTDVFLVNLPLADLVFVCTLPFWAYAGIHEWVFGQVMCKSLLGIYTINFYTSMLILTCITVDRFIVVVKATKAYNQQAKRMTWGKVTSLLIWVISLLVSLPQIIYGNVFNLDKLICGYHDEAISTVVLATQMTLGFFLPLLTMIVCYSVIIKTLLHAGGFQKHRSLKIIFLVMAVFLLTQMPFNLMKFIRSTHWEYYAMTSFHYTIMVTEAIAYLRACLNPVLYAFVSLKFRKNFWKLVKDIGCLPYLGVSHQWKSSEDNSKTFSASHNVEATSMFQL
# XBP1 UPR activ: activators of adaptive arm of unfolded protein response (XBP1); CHO-XBP1 luciferase reporter, IRE1-XBP1 UPR activation, luminescence; percent of tunicamycin response, DMSO as zero; activation, % at 20 µM; 330,000 tested, 0.33% active;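 active = versus positive control, 20 µM dose yields 30% or more activation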;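 also: 100% = tunicamycin at 10 µg/mL and 0% = DMSO only wells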
#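 Test system: CHO-XBP1 luciferase reporter cells | Buffer or medium: Serum-containing F12 medium, 10% FBS | Schedule: 6 h compound exposure at 37 °C, 5% CO2 | Detection: Steady-Glo luciferase glow luminescence, 10 min after reagent addition | Read-out basis: Activation, % of tunicamycin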
# Mdm2-MdmX inh: inhibitors of human Mdm2/MdmX interaction; O15151+Q00987; SaOS-2 split-luciferase Mdm2/MdmX complementation, luminescence; inhibition, % at 8 µM; 330,000 tested, 3% active;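 active = inhibition of at least 50% at 8 µM in the primary screen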
# * marks the source's active call; other numbers are inactive results; nt = not tested or not shown.
SMILES,EBI2 block,CCR6 antagonist,Gli-Sufu block,Jurkat NFkB inh,CHOP UPR activ,697 NFkB inh,CXCR6 block,XBP1 UPR activ,Mdm2-MdmX inh
CC(=O)Nc1ccc2c(c1)CCc1ccccc1-2,-4,-5,-1,-46,7.0,-72,-15,7,-3
COc1ccc(C(=O)c2c(C(F)(F)F)oc3c2C(=O)c2ccccc2C3=O)cc1,19,13,27,13,-1.3,-29,1,-3,78*
CCn1c(SCC(=O)N2CCN(c3ccccc3)CC2)nnc1-c1ccoc1C,7,-2,4,3,-0.7,1,-6,-3,7
N#CCCN(C(=O)COC(=O)c1ccc2c(c1)OCO2)c1ccccc1,-2,3,8,9,-1.0,9,-5,-1,0
Cc1cc(NC(=O)CN2C(=O)c3ccccc3S2(=O)=O)no1,-5,-4,4,-8,-0.6,16,5,-3,19
CCOc1ccc(NC(=O)CCN2CCCCC2)cc1,-4,2,-1,4,-1.0,14,-3,0,-6
COCC(C)NC(=S)N1CCN(c2ccccc2Cl)CC1 (configuration not stated),-11,2,-3,-11,0.3,4,-8,0,-6
CCOc1ccccc1N(C)C(=O)CCS(=O)(=O)c1ccc2c(c1)NC(=O)C(C)S2 (configuration not stated),-11,3,-15,17,-0.3,-3,1,-1,-4
O=C(CN1CCN(c2ccccn2)CC1)Nc1ccc(OCc2ccccc2)cc1,-9,11,24,-6,-1.6,-17,-2,-4,13
CC1CCCC(NC(=O)CNC(=O)c2cccs2)C1C (configuration not stated),-8,11,-17,-2,1.1,14,2,2,-7
CCOC(=O)C1CCCN(C(=O)c2ccc(C(=O)c3ccccc3)cc2)C1 (configuration not stated),-10,8,-12,-2,4.1,18,-13,-1,-34
Cc1cccn2c(=O)c3cc(S(=O)(=O)c4ccccc4)c(=N)n(Cc4ccc(F)cc4)c3nc12,20,11,-10,25,1.9,2,7,-1,22
O=C(NC(=S)Nc1cccc(NC(=S)NC(=O)c2ccccc2)c1)c1ccccc1,-1,39,-26,nt,nt,nt,21,nt,nt
O=S(=O)(c1ccc(Br)cc1)N1CCN=C1SCc1cccc(F)c1,2,7,-1,11,0.7,1,10,-3,4
O=C(N/N=C/c1c(O)n(-c2ccccc2Cl)c(=O)c2ccccc12)c1cccnc1,4,-2,-13,nt,nt,nt,1,nt,nt
COc1ccc(CNC(=O)CN2C(=O)c3ccccc3C2=O)cc1,3,3,9,31,5.7,-9,-2,-1,-4
Cc1ccc2nc(SCc3nnc(-c4ccccc4)o3)[nH]c2c1,1,1,-3,15,1.7,28,1,-4,3
CCOC(=O)C(CCCOc1cccc(CC)c1)C(=O)OCC,17,16,-7,5,0.4,12,5,-1,-19
COc1cc(OC)c(OC)cc1CNC(=O)c1ccc(S(=O)(=O)N2CC(C)OC(C)C2)cc1 (configuration not stated),-8,1,-3,-7,0.2,21,-4,-4,21
CCN1CCN(CCCN(Cc2ccco2)C(=S)Nc2ccc(Cl)cc2)CC1,-1,3,8,-13,-0.6,-4,9,-2,2
COc1ccc(CCNC(=O)Cn2nnc3ccccc3c2=O)cc1,-7,-1,1,-21,0.7,21,-7,-3,-4
CSc1nc(O)c(C(c2cccc([N+](=O)[O-])c2)c2c(O)nc(SC)[nH]c2=O)c(=O)[nH]1,-3,16,-4,2,2.1,8,11,2,9
CCCCC(=O)NNC(=S)NCc1ccccc1,3,-8,8,-4,8.9,4,-4,-6,5
C/C(=N\N1C(=O)c2ccccc2C1=O)c1cccc([N+](=O)[O-])c1,-9,-1,-6,4,3.0,-20,13,2,16
COCCN1C(=O)N[C@@H](c2ccccc2)[C@H](C(C)=O)[C@H]1C,3,-3,-6,-12,-1.0,7,-1,-1,29
Cc1cc2ncc(-c3cccc(Cl)c3)cn2n1,-4,15,-27,-81,4.5,-17,-11,1,-85
COc1ccc(Oc2ccccc2/C=C/C(=O)O)cc1,-3,3,-9,-7,-0.8,12,-3,0,-7
Cc1c(C(=O)N2CCN(c3ccccn3)CC2)oc2c(F)cccc12,19,-6,12,1,0.1,-8,-8,8,-8
Cc1ccccc1C(=O)Nc1ccc(C(=O)N/N=C/c2ccc(F)cc2)cc1,6,2,-6,23,-0.3,13,5,-3,23
CC(C)n1cnc2c(NCc3ccc(S(N)(=O)=O)cc3)nc(NCc3ccc(S(N)(=O)=O)cc3)nc21,-5,9,12,0,1.4,12,-9,-3,15
Cc1cc(C(=O)CSc2nnnn2C)c(C)n1-c1ccc2c(c1)OCCO2,5,8,-62,-32,3.4,-48,5,2,-59
COc1ccc(CCNC(=O)CCC(=O)N2CCOc3ccccc32)cc1OC,-5,3,-37,7,0.7,13,-3,-4,20
C=CCN1CCN(c2ccncc2S(=O)(=O)N2CCCCC2)CC1,6,-3,1,5,-1.2,8,-1,-3,3
O=C(O)CSCC(=O)N1CCN(S(=O)(=O)c2ccccc2)CC1,-9,-1,2,-2,0.3,8,1,-4,-13
Cc1nc2c(C(=O)NCc3cccs3)cnn2c(C)c1Cc1ccccc1,nt,nt,nt,11,0.2,-2,nt,0,-15
O=C(NCC(c1ccco1)N1CCCC1)c1ccccc1Sc1ccc(C(F)(F)F)cc1[N+](=O)[O-] (configuration not stated),5,8,12,0,1.2,8,1,3,40

# Two entries from above, with values under each structure:
# Order of values – EBI2 block	CCR6 antagonist	Gli-Sufu block	Jurkat NFkB inh	CHOP UPR activ	697 NFkB inh	CXCR6 block	XBP1 UPR activ	Mdm2-MdmX inh
- COc1ccc(Oc2ccccc2/C=C/C(=O)O)cc1
 : -3	3	-9	-7	-0.8	12	-3	0	-7
- Cc1c(C(=O)N2CCN(c3ccccn3)CC2)oc2c(F)cccc12
 : 19	-6	12	1	0.1	-8	-8	8	-8

# Next section:
SMILES,EBI2 block,CCR6 antagonist,Gli-Sufu block,Jurkat NFkB inh,CHOP UPR activ,697 NFkB inh,CXCR6 block,XBP1 UPR activ,Mdm2-MdmX inh
CCn1cc(CNC(=O)c2cc(-c3cc(OC)ccc3OC)nc3ccccc23)c(C)n1,-9,7,1,-10,-0.8,-11,-2,-2,-1
Cn1c2c(c(=O)n(C)c1=O)C(NS(=O)(=O)c1ccccc1)(C(F)(F)F)C(=O)N2 (configuration not stated),2,3,-5,-12,-4.6,-25,2,-2,-11
O=C(CN1c2ccccc2Sc2ccccc21)N/N=C/c1ccc(Cl)cc1,-8,-3,-4,4,0.6,12,-1,-2,71*
CCOC(=O)CSc1nnc(CNC(=O)c2ccco2)n1C,-9,-7,11,9,1.6,20,7,3,6
O=C(NC(=S)Nc1ccccc1C(F)(F)F)c1ccccc1F,-21,10,-15,13,1.9,-5,-5,8,16
CCOC(=O)c1c(N)sc(C(=O)Nc2ccccc2)c1C,2,11,-136,-166,0.7,-165,-2,-2,-204
COc1cc(C=O)c(-c2c(C=O)cc(OC)c3c2OCO3)c2c1OCO2,0,-9,63*,6,-0.5,-13,-18,-3,34
CCC(C)(C)n1nnnc1C(c1cccs1)N1CCc2ccccc21 (configuration not stated),14,28,5,17,-0.3,9,11,-3,-12
CC1(C)Cc2c(cnn2-c2ccccc2)C(NC(=O)c2ccc[n+]([O-])c2)C1 (configuration not stated),-9,1,51,-5,-0.1,-11,-14,-9,0
COc1ccc(OC)c(NC(=O)CSc2nnc(CNC(=O)c3ccco3)o2)c1,-3,8,-33,-1,-2.6,-4,0,-5,18
Cc1cc2nc3c(=O)[nH]c(=O)[nH]c3nc2c([N+](=O)[O-])c1N,-14,0,6,nt,nt,nt,-1,nt,nt
O=C(NCCCCNC(=O)C(F)(F)F)C(F)(F)F,-11,-5,-5,4,-0.4,10,2,3,7
CN(C)c1ccc(S(=O)(=O)NCC(=O)OCC(=O)Nc2cc(Cl)cc(Cl)c2)cc1[N+](=O)[O-],2,-4,-6,-3,0.2,14,-1,-1,-18
COc1cc(C2=NOC(C(=O)Nc3ccc(C(C)=O)cc3)C2)cc(OC)c1OC (configuration not stated),1,10,-28,-35,3.6,-12,10,4,14
Cc1ccc(/C=N/NC(=O)CNC(=O)c2cccs2)cc1,22,3,-10,0,2.2,25,6,2,13
CCOC(=O)c1c(C)[nH]c(C(=O)OCC(=O)Nc2cccnc2Cl)c1C,-4,7,0,-1,-0.2,2,-4,-2,29
C=CCn1c(CC(C)(C)C)nc2ccccc21,-7,7,6,2,-3.0,-11,-6,-1,3
O=C(NCCS(=O)(=O)NCc1ccccn1)c1ccccc1,-1,2,-8,8,0.3,-15,2,4,-1
Cc1cc(C)cc(Nc2ncnc3nc[nH]c23)c1,-1,3,-3,5,2.4,4,-8,-1,-5
COc1ccccc1N1CCN(/N=C/c2ccc(C(=O)O)cc2)CC1,-6,1,-101,-11,0.1,-160,5,-6,-21
COc1ccc(S(=O)(=O)NC(CC(=O)NCc2ccc3c(c2)OCO3)c2ccco2)cc1 (configuration not stated),-9,16,6,-8,0.3,0,0,-3,1
CCOC(=O)C1(Cc2ccc(OC)cc2)CCN(C(=O)CCc2cccnc2)CC1,-4,4,-14,-5,0.0,-30,-12,2,-3
Clc1ccccc1CN(Cc1ccccc1)c1ncnc2nc[nH]c12,-9,6,2,-14,-0.1,-31,2,-1,9
Cc1ccc(S(=O)(=O)CC(=O)Nc2nc3ccccc3s2)cc1,-10,3,-9,-8,-2.2,3,4,-1,-27

# Printed as active in Mdm2-MdmX inh, of those listed so far:
canonical_smiles	EBI2 block	CCR6 antagonist	Jurkat NFkB inh	697 NFkB inh	CXCR6 block	XBP1 UPR activ	Mdm2-MdmX inh
COc1ccc(C(=O)c2c(C(F)(F)F)oc3c2C(=O)c2ccccc2C3=O)cc1	19	13	13	-29	1	-3	78*
O=C(CN1c2ccccc2Sc2ccccc21)N/N=C/c1ccc(Cl)cc1	-8	-3	4	12	-1	-2	71*

# Additional records follow.
SMILES,EBI2 block,CCR6 antagonist,Gli-Sufu block,Jurkat NFkB inh,CHOP UPR activ,697 NFkB inh,CXCR6 block,XBP1 UPR activ,Mdm2-MdmX inh
CCOc1cc(C2c3c(n[nH]c3C)C(=O)N2c2ccc(C)cc2)ccc1O (configuration not stated),-14,5,-1,-10,-0.2,5,9,0,4
CC1(c2nnc(-c3cccc(Cl)c3)o2)CC(c2ccccc2F)=NO1 (configuration not stated),-15,22,-16,-4,3.0,-6,7,1,18
COc1cccc(/C=N/NC(=O)N/N=C/c2cccc(OC)c2O)c1O,-4,14,-1,23,2.4,-40,-2,-1,25
CC(=O)c1cc(C(=O)Nc2ccc(C(=O)O)cc2)oc1C,-3,15,8,1,-0.7,-7,7,0,6
CC(Oc1ccc(F)cc1)c1ccnc2nc(/N=C/N(C)C)nn12 (configuration not stated),-1,1,-3,5,-1.4,-1,-10,-4,19
O=C(Nc1nnc(C2CC2)s1)c1ccco1,5,6,-26,5,2.8,-15,0,3,1
COc1ccc(S(=O)(=O)N(C)CC(=O)NC2CCCC2)cc1Cl,2,-10,2,-5,-4.1,-12,8,0,10
Cc1cc(C)c([N+](=O)[O-])cc1NCC(=O)N1CCN(c2ccccc2)CC1,13,13,6,-3,-0.9,5,1,-2,7
COc1cc(C(c2c(C)[nH][nH]c2=O)c2c(C)[nH][nH]c2=O)ccc1OS(=O)(=O)c1ccc(C)cc1,7,20,20,-11,-2.0,-1,3,-1,10
CCCSc1ncnc2sc(C)c(C)c12,9,12,-3,-11,2.2,0,-11,6,29
NNC(=O)c1sccc1OCc1ccc(Cl)cc1Cl,2,0,24,6,-1.3,-16,4,-3,46
C[C@H]1O[C@@H](n2cc(F)c(=O)[nH]c2=O)[C@H](O)[C@@H]1O,-3,7,-3,6,0.8,13,-10,-8,2
O=C(c1cc(Cl)c(=O)n(Cc2ccc(Cl)cc2)c1)N1CCOCC1,-3,0,-5,8,0.6,-4,-1,-1,15

# Screening data deposited in PubChem BioAssay by Sanford-Burnham Center for Chemical Genomics.
